GLP-1R agonist = qHTS of GLP-1 Receptor Agonists; Glucagon-like peptide 1 receptor (Homo sapiens), P43220; HEK293 GLP-1R CRE-luciferase, luminescence, 4-6 h; cells express a hypersensitive GLP-1R form; Potency, µM (highest dose often 45.6 µM), for inactives: at the highest dose activation, most hits filed as activators; 380,000 compounds, 0.007% hits; also: potency is read from the fitted curve at half-maximal effect; % of control where 0% means no effect
Target sequence (P43220 whole entry, looked up): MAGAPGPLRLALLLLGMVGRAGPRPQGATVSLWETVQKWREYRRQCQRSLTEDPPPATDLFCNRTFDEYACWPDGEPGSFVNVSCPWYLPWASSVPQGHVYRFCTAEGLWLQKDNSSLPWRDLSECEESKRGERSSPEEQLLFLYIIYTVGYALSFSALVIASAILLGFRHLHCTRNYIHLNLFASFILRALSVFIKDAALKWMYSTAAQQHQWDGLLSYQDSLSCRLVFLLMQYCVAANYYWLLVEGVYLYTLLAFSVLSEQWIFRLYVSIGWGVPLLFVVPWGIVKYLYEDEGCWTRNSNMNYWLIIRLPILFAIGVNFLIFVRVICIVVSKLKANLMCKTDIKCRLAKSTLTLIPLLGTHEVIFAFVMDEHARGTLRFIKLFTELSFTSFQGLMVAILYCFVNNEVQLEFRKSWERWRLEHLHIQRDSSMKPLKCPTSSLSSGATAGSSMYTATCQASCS
GLP-1R inv ag = qHTS of GLP-1 Receptor Inverse Agonists (Inhibition Mode). HEK293 GLP-1R CRE-luciferase, luminescence, 24 h; GLP-1R form is constitutively active. Potency, µM (top dose mostly 38.3 µM), without a hit: top-dose activity change, negative = inhibition, hits mostly inhibitors. 410,000 compounds, 1.6% hits. AID 624417, 2012; also: potency is read from the fitted curve at half-maximal effect; % is scaled to controls: 0 for no effect and ±100 for the full control effect; nearly all actives have a fitted effect of over 55% in size
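Stable HEK293 clone (constitutively active GLP-1R + cAMP-response luciferase); 200 cells/uL plated, 12 h pre-culture, compound 24 hr, 37 deg C/5% CO2; detection reagent 12 min RT; luminescence.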
PLK1 PBD inh = qHTS for Inhibitors of PLK1-PDB (polo-like kinase 1 - polo-box domain): Primary Screen | Plk1 PBD binding of FITC phosphopeptide, fluorescence polarization | Potency, µM, for the others: max response, negative = inhibition, most hits filed as inhibitors | 360,000 compounds, 2.8% hits | AID 720504, 2013; also: potency is read from the fitted curve at half-maximal effect; series mostly up to about 57 µM; % is scaled to controls: 0 for no effect and ±100 for the full control effect; nearly all actives have a fitted effect of over 65% in size
PI5P4K alpha inh = qHTS for Inhibitors of phosphatidylinositol 5-phosphate 4-kinase (PI5P4K); Phosphatidylinositol 5-phosphate 4-kinase type-2 alpha (Homo sapiens), P48426; max response, %; AID 652105, 2013; 330,000 compounds, 1.2% hits; PI5P4Kalpha enzyme, ADP-Glo luminescence, 60 min; stronger effect = lower value; active = max response of -50% or lower; inconclusive = between -30% and -50%; inactive = -30% or higher; also: value at the top dose of about 77 µM; % is scaled to controls: 0 for no effect and ±100 for the full control effect
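Human PI5P4Kalpha with substrate in 0.038 M HEPES pH 7.4, 0.28 mM EGTA, 0.1% CHAPS, 5% DMSO; reaction started with 5 microM ATP (final), 60 min at room temperature. ADP formed read by ADP-Glo luminescence.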
HEK293 tox = qHTS of GLP-1 Receptor Inverse Agonists: Cytotox Screen; 410,000 compounds, 0.13% hits; Potency, µM (series often up to 38.3 µM), for the others: at the top dose activity change, negative = inhibition, most hits filed as inhibitors; HEK293 cAMP-luciferase reporter cells, luminescence, 24 h; AID 624418, 2012;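 also: loss of luciferase light is scored as toxicity; potency is read from the fitted curve at half-maximal effect; % is scaled to controls: 0 for no effect and ±100 for the full control effect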
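Here, cytotoxicity is scored as loss of luminescence. The MLSMR collection was tested on cells seeded in medium containing 10% Nu serum, with a 24 hr compound exposure preceded by 12 hours of culture.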
EPAC1 ag = qHTS for Agonist of cAMP-regulated guanine nucleotide exchange factor 3 (EPAC1): primary screen; Rap guanine nucleotide exchange factor 3 (Homo sapiens), O95398; EPAC1 agonist qHTS, biochemical assay; response scale: 100% = response to 6.5 mM cAMP; Potency, µM (top dose mostly 154 µM), for the others: top-dose activation, most hits filed as activators; 360,000 compounds, 0.073% hits; AID 720707, 2013; also: potency is read from the fitted curve at half-maximal effect; nearly all actives have a fitted effect of over 60% in size
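Normalized to 6.5 mM cAMP, activity reflects EPAC1-catalysed release of BODIPY-GDP from Rap1B, followed kinetically over 30 min at 480 nm excitation, 540 nm emission. Reaction contained 100 nM EPAC1, 250 nM Rap1B-BODIPY-GDP, 50 uM GDP.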
EPAC1 antagonist = qHTS for Antagonist of cAMP-regulated guanine nucleotide exchange factor 3 (EPAC1): primary screen; Potency, µM (highest dose often 115 µM), for inactives: at the top dose activity change, negative = inhibition, usual class: inhibitors; EPAC1 GEF assay, Rap1b-BODIPY-GDP exchange fluorescence; 360,000 compounds, 0.14% hits;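 also: potency is read from the fitted curve at half-maximal effect; plate controls were vehicle for no effect and positive control for full effect; nearly all actives have a fitted effect of over 50% in size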
PTHR1 agonist = qHTS for PTHR1 Agonists: Primary Screen; 410,000 compounds, 0.075% hits; Potency, µM (doses to about 115 µM), without a hit: at the highest dose activation, most hits filed as activators; HEK293 GP2 PTHR1 cells, GloSensor cAMP luminescence, 1 h; Parathyroid hormone/parathyroid hormone-related peptide receptor (Homo sapiens), Q03431; AID 743266, 2014; also: potency is read from the fitted curve at half-maximal effect; nearly all actives have a fitted effect of over 55% in size; some results filed as inactive show a strong effect at the top dose; inactives centre near -15; many of its hits are not listed in these tables
Target sequence (Q03431 whole entry, looked up): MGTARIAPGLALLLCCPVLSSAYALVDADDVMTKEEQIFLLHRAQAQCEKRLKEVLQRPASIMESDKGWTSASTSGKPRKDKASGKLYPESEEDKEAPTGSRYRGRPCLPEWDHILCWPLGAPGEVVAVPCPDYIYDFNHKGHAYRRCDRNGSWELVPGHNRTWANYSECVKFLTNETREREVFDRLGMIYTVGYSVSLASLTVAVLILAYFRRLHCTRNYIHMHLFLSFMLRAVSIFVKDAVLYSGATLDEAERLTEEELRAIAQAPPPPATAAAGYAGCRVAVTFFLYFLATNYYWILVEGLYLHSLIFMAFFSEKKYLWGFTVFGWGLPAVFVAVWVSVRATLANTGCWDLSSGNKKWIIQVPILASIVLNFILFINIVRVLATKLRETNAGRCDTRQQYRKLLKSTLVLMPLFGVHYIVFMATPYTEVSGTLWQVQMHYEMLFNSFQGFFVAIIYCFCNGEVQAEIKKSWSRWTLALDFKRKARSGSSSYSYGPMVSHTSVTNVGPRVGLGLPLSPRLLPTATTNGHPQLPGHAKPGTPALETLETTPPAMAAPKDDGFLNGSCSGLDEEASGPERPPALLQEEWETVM
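HEK-293-derived GP2 cells expressing PTHR1 and a GloSensor cAMP reporter, 3,000/well, plated overnight, given luciferin plus IBMX (each 0.5 mM as added) for 1 h at 37 °C, then compound for 1 h at 37 °C. Luminescence was read after 15 min at room temperature.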
IL-2 act = qHTS of IL-2 Activators; activation, % (series mostly up to about 46 µM); IL-2 activation reporter assay, cell-based qHTS; stimulated with anti-CD3/CD4/CD28 beads; in transgenic mouse T cells; 360,000 compounds, 0.065% hits; AID 652025, 2013; in the data active = activation above about 50%; inconclusive = mostly about 30% to 49%; also: 0% is about no effect
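Unstimulated transgenic mouse T cells; 60-min compound exposure; bead-based TCR/CD4/CD28 stimulation; 18 h culture, 37 degrees C; dual fluorescence (EGFP, DsRed) plate cytometry.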
Active calls of the source: *; i = inactive; ? = inconclusive; . = not tested or not shown; & = joins results of further samples; [ ] = remark or other dose. Unless noted, calls follow the shape of the dose curve; as a rule, active = well fitted curve in the direction sought with a large enough effect; inconclusive = small, poorly fitted or top-dose-only effect, or another doubt; inactive = no such curve, though single readings can be large; an effect the other way counts as inactive or inconclusive. Only part of the results is shown; the hit share may differ from the screen's.

Below each SMILES: GLP-1R agonist	GLP-1R inv ag	PLK1 PBD inh	PI5P4K alpha inh	HEK293 tox	EPAC1 ag	EPAC1 antagonist	PTHR1 agonist	IL-2 act
COc1ccccc1N1CCN(C(=O)CCCNC(=O)Cn2cnc3sc(C)c(C)c3c2=O)CC1
  6%	-29%	-8%	-9	-12%	3%	9%	-17%	-4.0
CC1CCN(S(=O)(=O)c2ccc3c(c2)c(=O)c(C(=O)NCc2cccs2)cn3C)CC1
  2%	7%	4%	4	-4%[1.53 µM]	7%	17%	-21%	0.9
COc1ccc(Cl)cc1C(=O)NNC(=O)c1cccc([N+](=O)[O-])c1
  -3%	10%	-6%	0	5%	8%	-10%	-24%	0.9
COCCNS(=O)(=O)c1ccc2c(c1)C(=NO)c1cc(S(=O)(=O)NCCOC)ccc1-2
  7%	12%	-12%	-6	9%	2%	-5%	i	-4.4
O=C(CCCn1c(=S)[nH]c2ccc(Br)cc2c1=O)N1CCN(c2ccccn2)CC1
  16%	-23%	-16%	.	-17%	14%	-10%	i	-2.5
COc1ccc(-c2nc3c(c(=O)c4ccccc4n3C)c(=O)n2Cc2ccccc2)cc1
  0%	4%	-4%	8	-1%	6%	-1%	i	0.2
CN(Cc1c(F)cccc1Cl)C(=O)c1ccc2ccccc2n1
  25%	?	3%	0	-6%	0%	-8%	-10%	1.1
O=C(Nc1nc(-c2ccc(-c3ccccc3)cc2)cs1)c1cc([N+](=O)[O-])ccc1N1CCOCC1
  3%	19%	-7%	0	10%	1%	-21%	i	-2.3
O=C(O)c1ccccc1-c1ccccc1C(=O)Nc1ccc2c(c1)C(O)c1ccccc1-2 (stereo not drawn)
  -1%	-4%	1%	1	-5%	-7%	7%	i	-1.8
O=C(CSc1nnc(COc2ccccc2)n1Cc1ccco1)NCc1ccco1
  0%	3%	?	.	1%	9%	-4%	i	-0.6
Cc1nnsc1C(=O)Nc1ccccc1Cl
  9%	55%[activator]	-9%	.	4%	9%	5%	-2%[57.5 µM]	-2.5
Cc1[nH]nc2c1C(c1cccs1)C1=C(CCCC1=O)N2 (stereo not drawn)
  0%	16%	-5%	0	1%	1%	5%	i	1.5
CCOC(=O)C1CCCN(c2c(NCCCN3CCCC(C)C3)c(=O)c2=O)C1 (stereo not drawn)
  -1%	-11%	0%	-2	4%	-14%	?	i	-1.8
Cc1ccc(NC2=NCC(=O)N2C2CCCC2)cc1
  10%	1%	-9%	1	-5%	3%	1%	i	-0.5
Cc1cnc(C(=O)OCc2nc3ccsc3c(=O)[nH]2)cn1
  1%	8%	-26%	-65*	70%	9%	?	2%	2.3
Cc1ccc2oc(=O)c3cnn(CC(=O)NCCN(C)C)c3c2c1
  4%	2%	-5%	0	1%	-4%	-3%	i	-1.3
CCc1cccc(NC(=O)c2cc3c(=O)oc4ccc(C)cc4c3s2)c1
  0%	3%	.	.	3%	.	.	-15%	.
O=C(Oc1ccc2c(c1)C(=O)c1ccccc1CO2)c1ccccc1
  -4%	74%[activator]	-5%	5	-5%	5%	6%	-38%[inhibitor]	-1.7
O=C(Nc1ccccc1-c1nnn(CC(=O)N2CCc3ccccc3C2)n1)C1CCC1
  0%	?	1%	14	-14%	-1%	4%	i	0.7
CCc1ccccc1NC(=O)CSc1nnc(CNC(=O)c2ccco2)n1C
  5%	1%	10%	1	6%	0%	0%	-15%	0.8

3 entries from above, arranged by their value in GLP-1R inv ag, largest number first:
SMILES	GLP-1R inv ag
O=C(Nc1nc(-c2ccc(-c3ccccc3)cc2)cs1)c1cc([N+](=O)[O-])ccc1N1CCOCC1	19%
COCCNS(=O)(=O)c1ccc2c(c1)C(=NO)c1cc(S(=O)(=O)NCCOC)ccc1-2	12%
Cc1ccc2oc(=O)c3cnn(CC(=O)NCCN(C)C)c3c2c1	2%

(continued)
Below each SMILES: GLP-1R agonist	GLP-1R inv ag	PLK1 PBD inh	PI5P4K alpha inh	HEK293 tox	EPAC1 ag	EPAC1 antagonist	PTHR1 agonist	IL-2 act
CCOC(=O)c1oc2c(CN3CCN(CCO)CC3)c(O)c(CC)cc2c(=O)c1-c1nc2ccccc2s1
  7%	-23%	-10%	4	20%	-2%	0%	i	0.2
O=C(CSc1nc(C2CC2)nc2sc3c(c12)CCCC3)NCc1ccco1
  3%	16%	1%	.	4%	7%	0%	-25%[57.5 µM]	2.0
COc1cc(CN2CCN(c3ccccc3F)CC2)c([N+](=O)[O-])cc1OC
  0%	15%	27µM*	-2	-20%	0%	15%	i	1.0
COc1ccc(-c2ccc(CN3C(C(C)C)C(=O)N(Cc4cn(CCC5OCCCO5)nn4)CCS3(=O)=O)cc2)cc1OC (stereo not drawn)
  7%	41%[activator]	-17%	-9	5%	5%	-2%	-25%	-1.9
CN(CC(=O)Nc1cc(S(=O)(=O)N2CCCC2)ccc1Cl)Cc1ccc2c(c1)OCO2
  23%	?	-5%	-3	1%	5%	-3%	-35%[inhibitor]	3.2
O=C(CNC(=O)c1ccccc1)Nc1cccc(C(F)(F)F)c1
  -2%	-2%	1%	3	-4%	-2%	-1%	i	-2.7
COC(=O)c1ccc2nc(-c3cccc(Cl)c3)c(Cc3ccccc3)n2c1
  15%	-26%	-2%	8	3%	1%	2%	-23%	0.4
CN(C(=O)c1ccco1)c1nc(-c2ccccc2)cs1
  -1%	10%	0%	1	-2%	-6%	-19%	0%	-0.4
NC(=O)c1oc2ccccc2c1NC(=O)c1ccc([N+](=O)[O-])o1
  6%	54%[activator]	-2%	-3	-32%	-5%	-4%	-4%	-2.7
COc1ccc(CNC(=O)C[C@H]2C[C@H](C(=O)N3CCCCC3)[C@@]3(CCc4ccccc4)c4[nH]c5ccc(Cl)cc5c4CCN3C2=O)cc1OC
  8%	?	0%	2	-2%	-10%	-14%	i	-1.0
CC1(C)Cc2c(sc3[nH]c(=S)n(Cc4ccccc4)c(=O)c23)CO1
  -2%	0%	-15%	.	-2%	-2%	-9%	-25%[57.5 µM]	-0.9
CC(=O)c1ccc(S(=O)(=O)N2CCCC2)cc1
  -12%	0%	-11%	.	5%	6%	5%	-34%[inhibitor][57.5 µM]	0.1
CC(C)c1ccc(NC(=O)C(=O)c2cn(CC(=O)N3CCCCC3)c3ccccc23)cc1
  0%	?	-3%	1	-4%	3%	-5%	-4%	-0.5
O=C(Cn1nnc(-c2ccc(CN3CCOCC3)cc2)n1)N1CCCc2ccccc21
  5%	6%	-7%	.	2%	0%	-17%	-2%[57.5 µM]	1.4
COc1ccc(S(=O)(=O)c2c(N)n(Cc3ccco3)c3nc4ccccc4nc23)cc1
  3%	49%[activator]	?	-89*	41%[activator]	7%	?	-4%[57.5 µM]	-0.5
CCC1SC(C)C/C(=N/NC(N)=O)C1C (stereo not drawn)
  -3%	-8%	0%	7	-11%	-3%	0%	-6%	-0.3
O=C(/C=C/c1ccc(Cl)cc1)Nc1ccc(CN2CCOCC2)cc1
  25%	?	-4%	-7	-16%	-3%	11%	-29%	-3.3
Cc1nn(C(=O)c2ccco2)c(C)c1CN1C(=O)c2ccccc2C1=O
  -6%	3%	-9%	.	2%	8%	-5%	i	-3.1
CC(C)CN(CCCNC(=O)CN1C(=O)CSc2ccc(S(=O)(=O)N3CCOCC3)cc21)CC(C)C
  10%	2%&3%	-9%	0	6%&7%	5%	-2%	-3%&-19%	-0.5
CC(C)C1=C2CCCCC2NC(=O)N1 (stereo not drawn)
  -2%	1%	-13%	.	3%	13%	-1%	i	1.8
Cn1ccnc1Sc1ccc(/C=N/NC(=O)c2ccccc2O)cc1[N+](=O)[O-]
  -14%	11%	-13%	-15	8%	-10%	-4%	-53%[inhibitor]	-1.2
C[C@@H](C(=O)N1CCN(c2ccccc2)CC1)N1C(=O)C2CC=CCC2C1=O (stereo partly drawn)
  -8%	14%	1%	1	-11%	-10%	7%	i	0.4
O=C(Nc1ccc(F)cc1F)N1CCN(c2ncccn2)CC1
  8%	-5%	-4%	0	5%	11%	-14%	-25%	-1.8
Cc1cc(C)cc(NC(=S)NCCc2ccc(S(N)(=O)=O)cc2)c1
  5%	-1%	-9%	1	-9%	12%	8%	-10%	-2.7
CC(=O)c1c(OCC(=O)O)ccc2c(C)cc(=O)oc12
  -8%	0%	-6%	.	-18%	0%	15%	i	-3.4
CS(=O)(=O)N(CC(=O)NCCSCc1ccccc1)c1ccccc1Br
  2%	-12%	1%	-5	-5%	7%	1%	-14%	0.7
CCCn1c(SCN2C(=O)c3ccccc3C2=O)nc2cc(Cl)ccc2c1=O
  8%	13%	-7%	-1	-3%	6%	0%	i	0.4
COC(=O)c1ccccc1NC(=O)CSc1nc2ccccc2nc1Cc1ccccc1OC
  7%	14%	.	.	2%	.	.	-18%	.
O=C(c1cc2c(ccc3ccccc32)o1)N1CCCCC1
  12%	?	-2%	4	-1%	-9%	-8%	-40%	-4.1
COc1ccc(S(=O)(=O)N(C)CC(=O)NC2CCCC2)cc1OC
  10%	15%	3%	4	15%	10%	1%	-19%	-3.4
O=S(=O)(/N=C(/Nc1cccc2ccccc12)c1ccccc1)c1ccccc1
  12%	?	4%	3	0%	-2%	-9%	i	0.0
COC(=O)C[C@H]1CC[C@@H](NS(=O)(=O)c2ccccc2)[C@@H](CO)O1
  .	3%	-14%	-2	1%	-13%	6%	i	-0.1
O=C1Nc2cc(S(=O)(=O)N3CCCC3)ccc2N2CCCC12 (stereo not drawn)
  -7%	8%	-29%	.	-2%	16%	11%	i	-1.2
